Compound activity (PubChem BioAssay)
S100A4 inh HTS = S100A4-myosin IIA interaction inhibition; P26447; S100A4/TAMRA-MyoIIA peptide fluorescence polarization; inhibition, % at 10.7 µM; 0.14% of 360,000 active; AID 652163;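 active = mean inhibition of at least 70% across replicates, with every replicate also reaching that level; inconclusive = mean inhibition reaches 70% but some replicates fall short; inactive = mean inhibition below 70%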
Target sequence (P26447 whole entry, looked up): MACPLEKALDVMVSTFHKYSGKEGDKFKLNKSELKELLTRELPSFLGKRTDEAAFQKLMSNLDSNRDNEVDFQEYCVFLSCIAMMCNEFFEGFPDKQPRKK
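Compound dosing: one dose per compound; test system: human S100A4 monomer with TAMRA-labelled myosin IIA peptide; probe or stimulus: TAMRA-labelled myosin IIA heavy-chain peptide probe, 5 nM; medium: HEPES buffer with Ca2+, pH 7.2; schedule: 5 min incubation before reading; benchmarks: neutral control DMSO, positive control TFP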
Cneo AK release = causes C. neoformans cell lysis | adenylate kinase release luminescence, 4 h; normalised: neutral wells 0, clomiphene wells 100 | lysis activity, % at 15 µM | 0.2% of 360,000 active | AID 651654;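 active = mean lysis activity across replicates of at least 80%, whatever share of replicates individually reach that level; inactive = mean lysis activity below 80%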
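read-out = cell lysis signal | test system = log-phase Cryptococcus neoformans yeast cells | input = cells at 5 × 10^6 per mL | medium = fresh YPD growth medium | signal = luminescent adenylate kinase detection reagent | timing = 4 h at 37 °C static, read 1 h later | dosing = single dose | controls = Clomiphene as positive lysis control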
PGC1a acetyl inh = lowers PGC1a acetylation signal in U2OS cells; AlphaScreen anti-acetyl-lysine; with virally co-expressed GCN5 acetyltransferase; inhibition, % at 15.6 µM; 0.17% of 350,000 active;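 active = every replicate shows inhibition of at least 40%; inconclusive = mean inhibition at least 40% but some replicate below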;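 also: 0% = neutral control wells and 100% = positive control wells; some results beyond the cut were filed as inactive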
LGR2 antag = inhibitors of bursicon-induced Drosophila LGR2 receptor cAMP signaling. HEK293 LGR2, CRE-luciferase, bursicon-stimulated, 4 h. inhibition, % at 9.99 µM. 0.35% of 380,000 active;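 active = drop in luminescence signal, shown as inhibition above about 50% in the replicate tests, limit read from the data, passing the limit was not always enough; inconclusive = probably only some replicates passing the limit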;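 also: agonist challenge used bursicon conditioned medium at about half maximal strength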
SIRT5 inh = sirtuin-5 (human) deacylase inhibition; inhibition, % at 15 µM; 1.1% of 330,000 active; Purified SirT5, succinyl-peptide AMC, trypsin-coupled fluorescence; in the data active = inhibition above about 15%; inconclusive = no clear call, values can overlap the other calls
ERAP1 inh = blocks human ERAP1 aminopeptidase activity | Q9NZ08 | recombinant ERAP1, Leu-AMC fluorescence, 60 min | inhibition, % at 10.7 µM | 0.15% of 340,000 active | AID 652197;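 active = mean replicate inhibition of at least 30%, or all replicates individually reaching that 30% level; inactive = mean below 30% and not every replicate reaching it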;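 also: 0% = neutral control wells and 100% = L-leucinethiol positive control wells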
Target sequence (Q9NZ08 whole entry, looked up): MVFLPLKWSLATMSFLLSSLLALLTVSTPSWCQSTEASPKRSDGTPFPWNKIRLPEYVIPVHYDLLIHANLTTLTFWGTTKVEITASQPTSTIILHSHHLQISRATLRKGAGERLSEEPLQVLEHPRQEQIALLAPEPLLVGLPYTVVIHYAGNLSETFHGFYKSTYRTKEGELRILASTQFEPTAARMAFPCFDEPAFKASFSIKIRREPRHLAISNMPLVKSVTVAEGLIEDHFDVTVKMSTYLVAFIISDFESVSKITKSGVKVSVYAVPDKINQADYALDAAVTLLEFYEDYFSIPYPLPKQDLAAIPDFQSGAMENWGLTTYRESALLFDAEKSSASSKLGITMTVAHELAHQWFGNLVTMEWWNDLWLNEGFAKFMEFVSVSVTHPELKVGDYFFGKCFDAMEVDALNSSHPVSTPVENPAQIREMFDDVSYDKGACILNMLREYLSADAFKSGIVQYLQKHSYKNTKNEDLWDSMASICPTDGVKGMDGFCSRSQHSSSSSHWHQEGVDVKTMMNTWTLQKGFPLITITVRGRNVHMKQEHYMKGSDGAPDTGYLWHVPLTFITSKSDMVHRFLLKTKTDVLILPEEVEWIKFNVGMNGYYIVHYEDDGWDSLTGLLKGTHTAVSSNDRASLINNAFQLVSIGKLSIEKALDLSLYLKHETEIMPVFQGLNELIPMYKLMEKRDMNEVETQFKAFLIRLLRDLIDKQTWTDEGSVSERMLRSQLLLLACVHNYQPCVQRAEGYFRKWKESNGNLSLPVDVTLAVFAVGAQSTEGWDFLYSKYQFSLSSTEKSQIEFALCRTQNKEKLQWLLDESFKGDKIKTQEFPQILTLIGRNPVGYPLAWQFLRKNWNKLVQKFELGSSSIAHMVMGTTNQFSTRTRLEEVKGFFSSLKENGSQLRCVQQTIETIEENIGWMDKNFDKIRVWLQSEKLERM
C2C12 statin = suppression of simvastatin myotoxicity. C2C12 myotubes + simvastatin, ATP luminescence, 48 h; scaled: DMSO 0, geranylgeraniol control 100. rescue of ATP level, % at 7.49 µM. 0.78% of 330,000 active. AID 602340;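 active = mean ATP rescue above about 67%, or every replicate alone reaching that limit, limit read from the data, passing the limit was not always enough; inconclusive = no clear call, values can overlap the other calls; inactive = mean under the limit and some replicate under it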;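 also: myotubes were challenged with 10 µM simvastatin during compound exposure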
Xi reactivation = activators of X-chromosome reactivation in mouse fibroblasts; XiGFP mouse fibroblasts, % GFP-positive cells imaging, 3 d; cells co-treated with 5-aza-dC sensitizer; scaled so ellipticine positive control = 100%; activation, % at 7.58 µM; 0.055% of 360,000 active; AID 743238;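 active = mean normalized replicate activation at least 10% and every replicate at or above 10%; inconclusive = only one of the two criteria met; inactive = mean below 10% and not all replicates reach 10%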;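 also: 0% = median of on-plate neutral control wells and 100% = ellipticine 6 µM median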
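Material: SV40-immortalized XiGFP fibroblast cells, line 68-5-11 | Buffer or medium: DMEM containing 5-aza-dC | Dosing: One concentration, pinned | Times: 3 d treatment, 15 min room-temperature fixation | Controls: Ellipticine 6 µM positive control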
* hit, by the source's call; u = inconclusive; x = no result given; & = joins results of further samples.

SMILES | S100A4 inh HTS | Cneo AK release | PGC1a acetyl inh | LGR2 antag | SIRT5 inh | ERAP1 inh | C2C12 statin | Xi reactivation
Cc1ccc(Cn2c(SCC(=O)NCc3ccco3)nc3ccsc3c2=O)cc1 | x | 0.4 | 19.3 | -26.7 | x | x | 4.3 | x
Cc1sc2ncn(CC(=O)NCc3ccco3)c(=O)c2c1-c1ccccc1 | -6.5 | x | x | 7.8 | -0.7 | 9.2 | x | 0.0
CCOc1ccc(CC(=O)NCCS(=O)(=O)N2CCN(c3ccccc3)CC2)cc1 | 13.6 | -0.7 | x | -16.5 | -0.5 | -3.8 | 3.0 | 0.2
CC(C)C(=O)Nc1ccc2c(c1)C(=O)N(C)[C@@H]1CC[C@H](CC(=O)Nc3ccccc3)O[C@@H]1CO2 | 3.1 | 1.7 | 20.4 | 11.3 | 1.6 | -2.3 | -7.8 | 0.0
O=C(CSc1nnc(-c2ccccc2)o1)Oc1ccc(Br)cc1 | -4.1 | x | x | 9.8 | 0.4 | 8.3 | x | x
O=C(CCC(=O)N(CC(=O)NC1CCCC1)Cc1ccc2c(c1)OCO2)Nc1nccs1 | -2.6 | x | x | 1.9 | -2.4 | -2.9 | x | 0.0
O=C(Nc1cccc2ncccc12)c1ccccc1F | 2.9 | -3.1 | x | 0.5 | 0.1 | -0.6 | 5.1 | 0.2
Nc1cc(S(=O)(=O)Nc2cc(Cl)ccc2Cl)ccc1N1CCOCC1 | -1.1 | -3.3 | 3.2 | 1.5 | -2.4 | -3.9 | 5.1 | 0.2
CC(C)(C)c1ccc(C(=O)NCC(=O)N/N=C/c2cccs2)cc1 | -0.4 | 0.5 | -5.2 | 0.5 | -0.9 | -0.8 | -16.7 | 0.0
COc1ccc(CC(=O)Nc2ccc(C(C)=O)cc2)cc1 | -1.8 | x | x | -29.7 | -2.1 | 5.1 | x | 1.3
COC(=O)C[C@H]1CC[C@H]2[C@@H](COC[C@@H](O)CN2S(=O)(=O)c2ccccc2OC)O1 | x | -3.6 | -1.3 | 30.0 | x | x | 2.7 | 0.0
C=CCCN(CC#C[C@H]1Oc2ccccc2S(=O)(=O)N2CCC[C@@H]12)S(=O)(=O)c1ccc(C)cc1 | 34.9 | 8.4 | -1.7 | x | -4.2 | 2.8 | x | x
O=C(Nc1ccccc1Oc1ccccc1)c1cc([N+](=O)[O-])ccc1Cl | x | 1.2 | 0.2 | 15.5 | x | x | x | 0.0
CC1CCN(C(=O)COC(=O)c2ccc([N+](=O)[O-])o2)CC1 | 1.9 | -5.0 | 1.3 | -14.1 | 2.5 | 0.5 | 3.2 | 0.1
c1ccc2c(c1)COC(CN1CCCCC1)OC2 | -0.8 | x | x | 4.2 | 1.3 | 0.2 | x | 0.0
COc1cccc(C#Cc2ccc([C@@H]3[C@@H](C#N)N(C(=O)C4CCOCC4)[C@H]3CO)cc2)c1 | -0.4 | -0.8 | -20.9 | -2.8 | 3.9 | 1.3 | 13.9 | 0.3
Cc1ccccc1N1OC2C(=O)N(c3ccc(F)cc3)C(=O)C2C1c1ccccn1 (configuration not stated) | -1.7 | -0.2 | -0.8 | 4.0 | -1.9 | -1.5 | -14.1 | x
C/C(CCC1CC(C)OC1=O)=N\NC(N)=O (configuration not stated) | -5.7 | -0.3 | 1.6 | -5.8 | -1.4 | -0.4 | x | 0.0
COc1ccccc1N1C(=S)NC2CS(=O)(=O)CC21 (configuration not stated) | -1.5 | x | 11.4 | x | -0.5 | -0.1 | x | 0.0
COc1cccc(CN2CCN(Cc3cc(OC)c(OC)cc3OC)CC2)c1 | 0.6 | -1.0 | 9.4 | 8.9 | 2.1 | -0.5 | -2.9 | -0.1
COc1ccc(S(=O)(=O)N(C)C[C@@H]2Oc3ccc(NS(=O)(=O)c4c(C)noc4C)cc3CC(=O)N([C@@H](C)CO)C[C@H]2C)cc1 | -1.6 | -5.6 | -2.5 | -2.4 | -4.0 | 1.0 | -10.6 | -1.0
COc1cc(OC)cc(C(=O)NCC(=O)OCC(=O)C(C)(C)C)c1 | 1.0 | 0.3 | -5.6 | 14.0 | -3.3 | -3.6 | 4.5 | 0.3
COc1cccc(S(=O)(=O)Nc2ccc3c(c2)C(=O)N(C)[C@@H]2CC[C@H](CC(=O)O)O[C@@H]2CO3)c1 | x | -1.1 | -10.5 | 8.0 | x | x | -6.2 | 0.0
C[C@H](CO)N1C[C@H](C)[C@@H](CN(C)S(=O)(=O)c2ccc(F)cc2)Oc2ccc(NC(=O)CCCCCC(=O)Nc3ccccc3N)cc2CC1=O | 3.0 | -1.6 | 6.9 | 7.3 | 11.6 | -2.2 | -11.4 | 0.1
CC(=O)N(C)c1cccc(-c2ccc3nnc(C)n3n2)c1 | 3.3 | -1.1 | 8.7 | 0.8 | -10.3 | 3.4 | -0.7 | -0.1
C/C=C/C(=O)Nc1cccc(C2=NOC3(C2)C[C@@H](C(N)=O)N(C(=O)/C(C)=C/C)C3)c1 (some centres not stated) | x | 5.9 | x | 5.4 | x | x | 3.6 | 0.6
C=CCCCCCCCC(=O)OC | 5.6 | 1.8 | 8.9 | x | -0.6 | -1.7 | 1.9 | x
CCOC(=O)c1oc2ccccc2c1COC(=O)CNC(=O)c1ccc(C)cc1 | -0.7 | x | x | -14.8 | -3.8 | -2.8 | x | 0.1
CCC(C(=O)NCc1ccc(F)cc1)N(CCc1ccccc1)C(=O)c1snc(C(N)=O)c1N (configuration not stated) | 1.5 | -5.6 | -19.2 | 1.7 | x | 2.6 | 7.6 | 0.0
CN1CCN(CCCNC(=O)c2ccc(/C=C3\Oc4ccccc4N(Cc4ccccc4F)C3=O)cc2)CC1 | -6.4 | 107.7* | x | -11.5 | -1.6 | 14.1 | u | 0.0

Single values from the list:
Reading for C[C@H](CO)N1C[C@H](C)[C@@H](CN(C)S(=O)(=O)c2ccc(F)cc2)Oc2ccc(NC(=O)CCCCCC(=O)Nc3ccccc3N)cc2CC1=O in LGR2 antag: 7.3
Reading for CCC(C(=O)NCc1ccc(F)cc1)N(CCc1ccccc1)C(=O)c1snc(C(N)=O)c1N (configuration not stated) in Xi reactivation: 0.0

The list continues.
SMILES | S100A4 inh HTS | Cneo AK release | PGC1a acetyl inh | LGR2 antag | SIRT5 inh | ERAP1 inh | C2C12 statin | Xi reactivation
Cc1ccccc1NC(=O)COc1coc(CN2CCCc3ccccc32)cc1=O | 0.0 | 3.3 | -5.4 | -28.3 | -2.8 | -3.6 | 0.7 | 0.0
CC(C)(C)N=Cc1c(O)ccc2oc3c(c12)CCCC3 | -1.1 | 2.7 | x | 2.4 | 0.3 | -0.7 | 7.8 | 0.0
CC[C@@]1(c2cccc(C)c2)C(=O)N(C(=O)OC)N1C(=O)OC | -2.7 | -1.4 | -2.3 | -11.1 | -0.3 | -0.1 | -6.3 | 0.3
COc1cc(S(=O)(=O)N2CCOCC2)cc(C(=O)NCC(c2cccs2)N2CCOCC2)c1OC (configuration not stated) | -8.2 | -2.5 | x | -0.2 | 1.2 | 0.9 | -1.1 | -0.1
Cc1ccc(NC(=O)CSCC(=O)O)cc1 | -21.8 | x | x | 8.7 | -7.8 | -0.3 | x | 0.5
COc1ccccc1NC(=S)N(Cc1ccccc1)Cc1cccs1 | -0.3 | -0.9 | 4.8 | 9.6 | -2.1 | -2.3 | 2.8 | -0.1
C[C@@H](NC(=O)C[C@H]1CC[C@@H]2[C@H](COC[C@H](O)CN2C)O1)c1ccccc1 | 1.6 | -3.0 | -8.6 | 4.3 | -2.4 | 1.9 | -4.8 | 0.1
CN(C)C(=O)C[C@H]1C[C@@H]2c3cc(NC(=O)Nc4ccc(F)cc4)ccc3O[C@@H]2[C@H](CO)O1 | -13.6 | 18.9 | 5.1 | -4.6 | 0.4 | -2.7 | -0.3 | 0.0
CCCCCCCCCCOC(=O)Cn1c(COc2ccc(Cl)cc2)[n+](C)c2ccccc21 | -18.5 | 15.2 | x | 7.7 | 7.3 | 34.5* | -66.6 | 0.0
NS(=O)(=O)c1ccc(CCNC(=O)CCCCCNc2nc(=S)[nH]c3ccccc23)cc1 | 8.8 | x | x | 7.1 | 2.7 | 1.5 | x | 0.0
Oc1ccc(Br)cc1/C=N/Nc1ccccn1 | 1.0 | 0.5 | x | -55.7 | -3.7 | -1.2 | 23.5 | 0.5
C[C@H]1CCCCO[C@@H](CN(C)S(=O)(=O)c2cccs2)[C@@H](C)CN([C@@H](C)CO)C(=O)c2cc(NC(=O)Nc3ccc4c(c3)OCO4)ccc2O1 | 4.8 | -1.0 | 9.6 | -9.3 | -1.2 | 0.8 | x | 0.1
O=C(COc1cccnc1[N+](=O)[O-])NCCc1ccc(F)cc1 | -9.5 | -0.9 | 8.3 | -10.6 | 10.3 | 1.9 | x | 0.0
CCN(CC)S(=O)(=O)c1cccc(C(=O)OC2CCOC2=O)c1 (configuration not stated) | 1.6 | -6.4 | x | 11.7 | 1.1 | 2.9 | 44.5 | 0.1
C[C@@H]1CN([C@@H](C)CO)C(=O)CCCn2cc(nn2)CO[C@H]1CN(C)Cc1cccc(C(=O)O)c1 | 0.2 | 2.2 | 3.9 | -4.6 | -2.5 | -3.0 | -7.0 | -0.3
COc1ccc(NC2CCCN(C(=O)C3=NN(C)C(=O)CC3)C2)cc1OC (configuration not stated) | 3.5 | 4.0 | -5.6 | 19.3 | -2.4 | 3.2 | -7.5 | 0.2
COCC#Cc1cnc2c(c1)C(=O)N([C@@H](C)CO)C[C@H](C)[C@H](CN(C)C(=O)Cc1ccccc1)O2 | 2.1 | -0.9 | -2.0 | 9.5 | -0.4 | -3.6 | 41.2 | 0.0
O=C(NNS(=O)(=O)c1ccc(F)cc1)c1ccc([N+](=O)[O-])cc1Cl | 1.3 | 0.0 | 0.6 | -1.4 | 1.1 | -1.6 | -0.5 | 0.2
COc1ccccc1NC(=O)Cc1nnc(SCC(=O)c2ccc(F)cc2)n1C | -2.0 | 0.1 | 1.5 | 9.7 | -3.6 | 1.9 | 5.8 | 0.0
CCOc1ccc(-c2noc(CCCC(N)=O)n2)cc1OC | -1.8 | -4.0 | -1.9 | -16.0 | -1.5 | 0.8 | 5.8 | x
CC(C)(Cc1cc(CC(C)(C)C(=O)O)cc(C(C)(C)C)c1)C(=O)O | -14.4&3.5 | 0.2 | 29.6 | 1.8&-7.4 | -7.2 | -0.4&-1.2 | -1.4 | 0.0
COc1cccc(OCCNC(=O)c2cc([N+](=O)[O-])cc([N+](=O)[O-])c2)c1 | -1.0 | x | 9.0 | 2.5 | -0.1 | -2.1 | x | -0.1

Limited to Xi reactivation (three entries from above):
| Compound | Xi reactivation |
| --- | --- |
| COCC#Cc1cnc2c(c1)C(=O)N([C@@H](C)CO)C[C@H](C)[C@H](CN(C)C(=O)Cc1ccccc1)O2 | 0.0 |
| CCN(CC)S(=O)(=O)c1cccc(C(=O)OC2CCOC2=O)c1 (configuration not stated) | 0.1 |
| O=C(COc1cccnc1[N+](=O)[O-])NCCc1ccc(F)cc1 | 0.0 |

An excerpt; count on the stated rates, not on these rows.
